Pf Dd2 inh: inhibitors of Plasmodium falciparum Dd2 growth. P. falciparum Dd2 growth, SYBR Green, 72 h. Potency, µM (titrated, usually from 28.9 µM), inactives show at the top dose activity, negative = inhibition, most hits filed as inhibitors. AID 1347417. 120,000 tested, 4.3% active; active = well fitted inhibition curve with a large enough effect; inconclusive = small, poorly fitted or top-dose-only effect; inactive = no such curve, though single readings can be large or run the other way;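 note: plate controls were DMSO vehicle for no effect and reference drug for full effect; nearly all actives have a fitted effect of over 65% in size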
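Readout: SYBR Green fluorescence, 485 nm excitation, 535 nm emission, after ~16 h lysis at 37C. Before that, Dd2-infected red cells (2.5% hematocrit) grew 72 h with compound, 29 uM top final concentration.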
Active calls of the source: *; i = inactive; ? = inconclusive; [ ] = another dose, or the depositor's remark. Potency is the fitted concentration of half-maximal effect.

SMILES	Pf Dd2 inh
CCC(Oc1ccccc1)C(=O)Nc1ccc(OCc2cc(=O)n3ccccc3n2)cc1 (stereo unspecified)	-5%
COc1cccc(CNC(=O)c2ccc(-c3ccc(N4CCSCC4)nc3)cc2)c1	i
O=C(N[C@@H]1CN(Cc2c[nH]c3ccccc23)C[C@H]1CO)c1ccccc1	?
OCC1CN(c2ncccn2)CC12CCN(C1CCSCC1)CC2 (stereo unspecified)	6%
CN1CCC(N2C[C@H](O)C[C@H]2c2nc(CS(=O)(=O)c3ccc(F)cc3)no2)CC1	i
O=C(OCc1ccccc1)N1CCOCC12CCN(Cc1c[nH]c3ccccc13)CC2	?
O=c1[nH]nc2n1CCC(NS(=O)(=O)c1ccc(Cl)s1)CC2 (stereo unspecified)	42%[activator]
Cc1nc(N2C(=O)c3oc4ccccc4c(=O)c3C2c2ccccc2F)sc1C (stereo unspecified)	i
Cc1cccc(-c2nc3cc(NC(=O)c4ccc(OCC(C)C)cc4)ccc3o2)c1	36%[activator]
Cc1ccc(CN2C[C@@H](COc3ccncc3)[C@H](C(N)=O)C2)o1	15%
COc1ccc(S(=O)(=O)Nc2ccc(C)n(CC(=O)N(C)Cc3ccco3)c2=O)cc1	-14%
CC(C)N[C@H]1C[C@@H](Cc2cc(CO)on2)C1(C)C	-16%[44.1 µM]
CCN1C(=O)CCc2cc(NC(=O)c3cccc(C#N)c3)ccc21	-4%
O=C(CSc1nnc(-c2ccc(Cl)cc2)o1)Nc1ccc(F)cc1	i
COc1ccc(NC(=O)N2CCOc3ccc(Cl)cc32)cc1	8%
COc1ccc(-c2oc3ncn4nc(-c5cccc(C)c5)nc4c3c2-c2ccc(OC)cc2)cc1	24%
Cn1nc(C2CCNC2)c2c(C(=O)N3CCOCC3)cc(C3CC3)nc21 (stereo unspecified)	19%
CCOc1ccc(NC(=O)Cn2c(=O)n(CCc3ccccc3)c(=O)c3c4c(sc32)CN(C(C)=O)CC4)cc1	?
COc1ccccc1CN1CCOc2cc([S+](=O)([O-])N(C)C)ccc2C1	i
CCN1C(C(=O)c2ccccc2)=C(OC(=O)COc2ccc(OC)cc2)c2ccccc2S1(=O)=O	i
COCCNC(=O)c1ccc2c(c1)N(C)C(CC(=O)N1CCCC1)CO2 (stereo unspecified)	-17%
COc1cc(-c2nccc3c(=O)cc(N(C)c4ccccc4)oc23)ccn1	i
Cc1ccccc1C(=O)N1CCC2(CC1)CCN(CCc1ccccc1)c1ccccc1O2	i
CN1CCN(S(=O)(=O)c2cccc(C(=O)N3C[C@@H]4CCN[C@@H]4C3)c2)CC1	1%
CCOc1ccc2c(c1)c(=O)c(S(=O)(=O)c1ccc(C)cc1)cn2Cc1ccccc1Cl	13µM*
(next part)
SMILES	Pf Dd2 inh
Cc1ccc2nc(C)c(C)c(C(=O)NCc3nc(-c4ncccn4)no3)c2c1	-13%
CCN(Cc1noc(C)n1)C(=O)c1coc(COc2ccc3c(c2)OCO3)n1	-19%
CCCN(C(=O)Cn1c(=O)oc2cc(Cl)ccc21)c1ccc(C(C)C)cc1	?
COc1ccc(NC(=O)c2c(-c3ccccc3)c(-c3ccccc3)nn(C)c2=O)c(OC)c1	11%
COc1cccc(-c2noc(Nc3ccc(OC)c(OC)c3)n2)c1	?
COc1ccc(CN2C=C(C(=O)OCc3noc(-c4ccccc4C)n3)C(C)=NS2(=O)=O)cc1	?
O=C(c1ccccc1F)N1CCn2c(nnc2C2CCNCC2)C1	9%
CCOC(=O)c1nnn(CC(=O)NC(=O)Nc2ccc(F)cc2)c1C(=O)OCC	i
COc1ccc(-c2noc(-c3nnn4c3COC(c3ccc(Cl)cc3)C4)n2)cc1OC (stereo unspecified)	?
COc1cccc(CNC(=O)Cn2cccc2-c2nc(-c3ccccc3)no2)c1OC	18%
COC(=O)c1sc2cccc(F)c2c1S(=O)(=O)N1CCN(c2ccccc2OC)CC1	-12%
COc1ccc(CNC(=O)Cn2ncc3c([nH]c4ccccc43)c2=O)cc1	90%[activator]
O=S(=O)(NCc1ccc(F)cc1)c1ccc2[nH]c3c(c2c1)CCCC3	22%
COc1ccc(-c2nnc([C@H]3CCN(C)C3)o2)cc1	i
CCc1nc(SC)ncc1C(=O)NCc1cccc(Br)c1	34%[activator]
COc1ccccc1CCNC(=O)C(=O)NCC(c1ccco1)S(=O)(=O)c1ccccc1 (stereo unspecified)	-12%
CCN(CC)Cc1cnc2c(C(=O)N3CC[C@H]4CC[C@@H](C3)N4)cnn2c1	-5%
O=C(Nc1ccc(Cl)cc1Cl)c1cn2c(n1)CN([S+](=O)([O-])c1cccc(C(F)(F)F)c1)CC2	92%[activator]
CC(C)c1ccc(CC(=O)N2CCCc3ncc(C(=O)Nc4cccc(Cl)c4)cc32)cc1	13µM*
C=CCNC(=O)N[C@H]1CCN(C(=O)CSC)[C@@H]1C(=O)N[C@H](Cc1ccccc1)C(N)=O	12%
COc1cccc(Cn2nnc3c(=O)[nH]c(C4CCCN(C(=O)c5ccc(C)cc5)C4)nc32)c1 (stereo unspecified)	10µM*
Cc1ccsc1CN1CCC2(CC1)Cc1ccccc1CNC2=O	-36%
CC1=NS(=O)(=O)N(C)C=C1C(=O)OCc1nc(-c2cccc(F)c2)no1	56%[activator]
CCOC(=O)c1ccc(NC(=O)C2CC(=O)N(c3ccc(C(C)C)cc3)C2)cc1 (stereo unspecified)	11%
COc1ccc(C(=O)N2CCCC(Cn3c(C)nc4cccnc43)C2)c(OC)c1 (stereo unspecified)	-20%
Following part.
SMILES	Pf Dd2 inh
CN(Cc1ccccc1)C(=O)CN1C(=O)COc2ccc(C(=O)COc3ccc(F)cc3)cc21	i
Cc1ccc(C(=O)N2CCC(CCC(=O)NC3CC3)CC2)cc1	-1%
Cc1ccc(CNC(=O)CN2C(=O)COc3ccccc32)cc1	26%
COc1ccc(Cl)cc1NC(=O)Cn1ncc2c3ccccc3n(C)c2c1=O	-15%
COCc1noc(Cn2ncc(N(C)CCc3ccccc3)cc2=O)n1	?
COc1ccc(C2Cn3nnc(-c4noc(CCc5cccc(OC)c5)n4)c3CO2)cc1 (stereo unspecified)	-18%
Cc1nnc(-c2cc(N3CCN(c4ccccn4)CC3)ccn2)n1C(C)C	-4%[44.1 µM]
CC(=O)N(C)c1ccc(NC(=O)CN(C)Cc2cccc3ncccc23)cc1	-7%
COc1ccc(-c2noc(-c3cccn3CC(=O)N3CCOc4ccc(C)cc43)n2)cc1F	4µM*
CN(C)CCOc1ccccc1-c1ccc(C#N)cc1	?
COc1cccc(N2CC(C(=O)NCc3ccc(F)cc3)NC2=O)c1 (stereo unspecified)	-14%[44.1 µM]
CCCOc1ccc(-c2nonc2NC(=O)c2oc3ccc(Cl)cc3c2C)cc1OCCC	i
Nc1nc(N2CCC3(CC2)NC(=O)CC3C(=O)O)c2[nH]cnc2n1 (stereo unspecified)	11%
O=C(NC1CCCc2c1[nH]c1ccc(F)cc21)c1n[nH]c2c1CCCC2 (stereo unspecified)	-6%
CC[C@H]1CN(S(=O)(=O)c2c(C)noc2C)CC[C@H]1CC(=O)N(C)CC#N	-24%[44.1 µM]
COC[C@@H]1CN(C(=O)c2cc3ccccc3[nH]2)C[C@H]1c1ccccn1	?
COc1cc(C(=O)NC2CCN(c3cc(-c4ccccc4)[nH]n3)C2)cc(OC)c1OC (stereo unspecified)	?
CC(C)CN(CCCNC(=O)CN1C(=O)CSc2ccc(S(=O)(=O)N3CCOCC3)cc21)CC(C)C	-25%
CN(C(=O)c1ccc2c(c1)N(Cc1ccccc1F)C(=O)c1ccccc1S2(=O)=O)C1CCCCC1	?
Fc1ccc(OCc2nc(C3CCNCC3)no2)cc1	-14%
CC(=O)N1CCC(N2CCOC[C@H]2c2ncc(-c3ccncc3)[nH]2)CC1	i
CCOc1ccc(CN2CCN(c3ncnc4sc5c(c34)CC(C)CC5)CC2)cc1 (stereo unspecified)	25%
O=C(c1ccccc1)N1CCC2(CC1)CC(N(Cc1ccc(F)cc1)C1CC1)CCO2 (stereo unspecified)	7.9µM*
Cc1ccccc1NC1CCn2c(nc(C)c2C(=O)Nc2ccccc2)C1 (stereo unspecified)	i
CC1(C)[C@H](Cc2cc(CO)on2)C[C@@H]1NS(=O)(=O)c1ccccc1	6%[44.1 µM]

Exported bar-delimited: part of the list above.
mol | Pf Dd2 inh
CC[C@H]1CN(S(=O)(=O)c2c(C)noc2C)CC[C@H]1CC(=O)N(C)CC#N | -24%[44.1 µM]
COC[C@@H]1CN(C(=O)c2cc3ccccc3[nH]2)C[C@H]1c1ccccn1 | ?
COc1cc(C(=O)NC2CCN(c3cc(-c4ccccc4)[nH]n3)C2)cc(OC)c1OC (stereo unspecified) | ?
CC(C)CN(CCCNC(=O)CN1C(=O)CSc2ccc(S(=O)(=O)N3CCOCC3)cc21)CC(C)C | -25%
CN(C(=O)c1ccc2c(c1)N(Cc1ccccc1F)C(=O)c1ccccc1S2(=O)=O)C1CCCCC1 | ?
Fc1ccc(OCc2nc(C3CCNCC3)no2)cc1 | -14%

Going on with the list:
SMILES	Pf Dd2 inh
Cc1nc(C)c(C(=O)N2CCCCCCNC(=O)CC2)s1	-6%
CC(C)c1ccc(C2N=C(N)Nc3nc4ccccc4n32)cc1 (stereo unspecified)	3.2µM*
CCOc1ccccc1C1NC(=O)N(CC(=O)Nc2ccc(Cl)cc2F)C2=C1C(=O)OC2 (stereo unspecified)	-6%
COc1cc(F)ccc1-c1nc(N2CCOCC2)cc2c1CN(CC(F)(F)F)C2=O	-25%[44.1 µM]
OC[C@@H]1CNC[C@H]1C1CCN(Cc2cccc(Cl)c2)CC1	12%
COc1ccc(C2(C(=O)N3CCCC(c4nn(C)c(=O)n4C(C)C)C3)CC2)cc1 (stereo unspecified)	8%
COCC1CN(C(=O)C2(c3ccccc3)CC2)CC12CCOCC2 (stereo unspecified)	i
CCCCN(Cc1cc2cc(C)ccc2[nH]c1=O)C(=O)c1cccc(Cl)c1	11%
COCC1CN(S(=O)(=O)c2cccc(C)c2)CC12CCOCC2 (stereo unspecified)	0%
COCCCNC(=O)CCc1nc(C2CCCN2S(C)(=O)=O)no1 (stereo unspecified)	76%[activator]
Cc1ccc(C)c(-n2nc(-c3c(C)nc4scc(CC(=O)N5CCCC5)n4c3=O)cc2C)c1	?
O=C(O)C1Cc2nc[nH]c2CN1C(=O)c1cccc(-n2cccn2)c1 (stereo unspecified)	-11%
O=C([C@H]1CCC[C@H](O)C1)N(CCc1ccc(Cl)cc1)Cc1cccnc1	-14%
CC1Oc2ccc(NC(=O)c3ccc([N+](=O)[O-])cc3)cc2CN(Cc2ccccc2)C1=O (stereo unspecified)	i
COc1ccccc1N1CCN(C(=O)CCS(=O)(=O)c2cc(Br)cc3c2N(C(=O)C2CC2)CC3)CC1	10µM*
Cc1ccc(NC(=O)c2c3c(nc4ccccc24)C(=O)N(C2CCCCC2)C3)cc1F	25%
CC[C@H]1CN2CC[C@H]1C[C@@H]2CNCc1ccc2c(c1)OCO2	?
CN1CCCN(C(=O)c2ccccc2OC(F)(F)F)c2ccccc21	-8%
O=C1CCN(C(=O)c2ccc3ccccc3n2)CCCC(CO)CCN1 (stereo unspecified)	-16%
O=C(O)[C@H]1C[C@@H](C(=O)NCc2cccnc2)CN(Cc2ccccn2)C1	-5%
CCn1nnc2cc(C(=O)Nc3ccc(C)cc3Br)ccc21	-15%
COc1cccc(NC(=O)Cn2cc(C(=O)c3ccc(F)cc3)c(=O)c3cc(OC)ccc32)c1	-8%
CCOC(=O)c1c(NC(=O)c2cc(OCC)c(OCC)c(OCC)c2)sc2c1CCCCC2	?
CN1CC[C@H]2CN(C(=O)c3ccccc3-n3cccn3)C[C@@]2(C(=O)O)C1	4%
CSCCNC(=O)C1CN(c2ccc(Cl)cc2)C(=O)N1 (stereo unspecified)	i

An excerpt from above in order of SMILES length, ascending.
SMILES	Pf Dd2 inh
CCc1nc(SC)ncc1C(=O)NCc1cccc(Br)c1	34%[activator]
COc1cccc(N2CC(C(=O)NCc3ccc(F)cc3)NC2=O)c1 (stereo unspecified)	-14%[44.1 µM]
COCCNC(=O)c1ccc2c(c1)N(C)C(CC(=O)N1CCCC1)CO2 (stereo unspecified)	-17%
O=C(O)[C@H]1C[C@@H](C(=O)NCc2cccnc2)CN(Cc2ccccn2)C1	-5%
COC(=O)c1sc2cccc(F)c2c1S(=O)(=O)N1CCN(c2ccccc2OC)CC1	-12%
CN1CCN(S(=O)(=O)c2cccc(C(=O)N3C[C@@H]4CCN[C@@H]4C3)c2)CC1	1%
C=CCNC(=O)N[C@H]1CCN(C(=O)CSC)[C@@H]1C(=O)N[C@H](Cc1ccccc1)C(N)=O	12%

The list goes on:
SMILES	Pf Dd2 inh
CCc1nc2c(c(-c3ccc(Cl)cc3)n1)CCN([S+](=O)([O-])c1cccc(C(F)(F)F)c1)CC2	?
CCc1ccccc1NC(=O)Cn1cccc1-c1nc(-c2ccc(OC)c(F)c2)no1	?
COc1ccc(C(=O)NCCn2cc(SCC(=O)Nc3ccc(F)cc3)c3ccccc32)cc1	i
COc1cccc(CNC(=O)[C@@]23CCCC[C@H]2N(CCc2ccccc2)C(=O)CC3)c1	?
CC(C)c1nnc(C2CN(C(=O)CCc3nc4ccccc4[nH]3)CC23CCOCC3)o1 (stereo unspecified)	2%
CSc1nc2c(c(=O)[nH]1)C(c1cccc(F)c1F)CC(=O)N2 (stereo unspecified)	-17%
Cc1noc2nc(C(C)C)cc(C(=O)NC3CCCc4c3[nH]c3c(Cl)cccc43)c12 (stereo unspecified)	?
CCC1=C(C(=O)OC)C(c2ccccc2F)N2C(CC(=O)NCCc3cccs3)=CSC2=N1 (stereo unspecified)	?
COc1ccc(C(=O)N2CCCN(c3cc(-c4ccccc4)[nH]n3)CC2)c(OC)c1	i

Source: PubChem BioAssay

Some of the compounds tested (hit frequency here may not be typical).
